Source: PubChem BioAssay (National Center for Advancing Translational Sciences (NCATS))
IkB signaling = IkB pathway inhibition in ABC-DLBCL cells; AID 445; actives 0.04% (n = 110,000); ABC-DLBCL IkBa-CBG/CBR dual luciferase ratio, 4 h; response scale: scaled: untreated 0%, proteasome inhibitor 100%; Potency, µM (doses to about 57.1 µM), without a hit: at the highest dose IkBa stabilization activation; active = well fitted curve in the direction sought with a large enough effect in the signal ratio, not every such curve was filed as active; inconclusive = small, poorly fitted or top-dose-only effect, or a change in a side signal; the % refers to the signal ratio;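 also: the direction sought is a rising ratio; 0% = basal untreated cells and 100% = reference inhibitor full response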
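Luminescence ratio of IκBα-fused green versus native red beetle luciferase in OCI-Ly3 cells, 4 h post-doxycycline with compound; red signal alone, scaled from basal (0%) to zero light (-100%), flagged nonspecific or cytotoxic effects.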
p53ts 39C tox = kills p53ts cells at the nonpermissive temperature. AID 902. Potency, µM (highest dose often 46.1 µM), for the others: at the highest dose activity change, negative = cell killing, usual class: cytotoxic. actives 1.5% (n = 130,000). H1299-p53A138V viability at 39C, ATP luminescence, 24 h; also: nearly all actives have a fitted effect of over 55% in size
p53ts 32C kill = cytotoxicity in p53ts cells at permissive temperature; H1299-p53A138V at 32C, ATP luminescence viability, 24 h; Potency, µM (titrated, usually from 46.1 µM), inactives show at the top dose activity change, negative = cytotoxicity, most hits filed as cytotoxic; actives 0.93% (n = 130,000); AID 924;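 also: 0% = DMSO and -100% = full killing by reference compound; nearly all actives have a fitted effect of over 55% in size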
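Cells: H1299 p53ts (A138V), 600/well, pre-incubated 16–30 h at 37C. Cpd up to 46 uM, 24 h, 32C. Readout: ATPlite luminescence, 20 min RT. Normalization: DMSO vs tamoxifen 100 uM. AC50 by Hill equation.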
Peg3 imprint = genomic imprint erasure induction. actives 0.02% (n = 110,000). Potency, µM (series often up to 60.7 µM), for the others: top-dose activity change, positive = activation, hits mostly activators. AID 1948. mouse ES Peg3-LacZ reporter, beta-gal luminescence, 40 h;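 also: 0% = negative control wells on the plate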
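Readout: BetaGlo luminescence (5 min, room temp) for LacZ from the normally silent maternal Peg3 allele in female Peg3LacZ-Neo ES cells. Cells 300/well, 40 h, 37C, 5% CO2. Data normalized per plate to negative controls.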
The depositor's hits bear a star; ? = inconclusive; nt = not tested or not shown; [ ] = dose if it differs, or a comment. Unless noted, calls follow the shape of the dose curve; as a rule, active = well fitted curve in the direction sought with a large enough effect; inconclusive = small, poorly fitted or top-dose-only effect, or another doubt; inactive = no such curve, though single readings can be large; an effect the other way counts as inactive or inconclusive. Unless noted, % is scaled to controls: 0 for no effect and ±100 for the full control effect; potency is read from the fitted curve at half-maximal effect.

Values run as follows: IkB signaling | p53ts 39C tox | p53ts 32C kill | Peg3 imprint
1. COCCNC(=O)C(c1cccs1)N(C(=O)Cn1nnc2ccccc21)c1ccc(OC)cc1 (stereo not drawn)
  nt | 26% | 6% | nt
2. O=P(O)(O)C(O)C(F)(F)C(F)(F)C(F)(F)C(F)F (stereo not drawn)
  0.5% | -7% | -1% | 15%
3. Cc1cc(OC(=O)N2CCCCC2)cc(C)c1Cl
  0.3% | 0% | -1% | -2%
4. CCOC(=O)c1c(NC(=O)Cc2coc3cc(C)cc(C)c23)sc2c1CCC2
  1.0% | 10% | -2% | 4%[10.9 µM]
5. CC(=O)c1ccc(NC(=O)c2cc(C)nc3c2c(C)nn3-c2ccc(C)cc2)cc1
  1.3% | 2% | 0% | -7%[10.9 µM]
6. COC(=O)c1ccnc(/C=N/O)c1
  -1.1% | 5% | -2% | 6%
7. CCc1nc(N2CCN(c3nc(C)cc(C)n3)CC2)c2oc3ccccc3c2n1
  -1.4% | 16% | 5% | 3%
8. CCOc1cc(C)nc(N2CCC(C(=O)Nc3ccccc3OCC)CC2)n1
  1.1% | -16% | -9% | 18%
9. COc1ccc(S(=O)(=O)NC(C)C(=O)Nc2cccc(C(C)=O)c2)cc1 (stereo not drawn)
  2.2% | 15% | -1% | -14%
10. COc1cccc(CNC(=O)c2cccc(N3CCCS3(=O)=O)c2)c1
  -0.2% | -15% | -1% | -13%[10.9 µM]
11. CN=C(N)/N=C(\N)Nc1cc2ccccc2c2ccccc12
  0.2%[11.4 µM] | -5%[9.22 µM] | 1%[9.22 µM] | -16%[10.9 µM]
12. CC(C)(C)C(=O)Nc1cc(-c2cccc(Br)c2)nn1-c1ccccc1
  ? | -8% | -1% | 13%[10.9 µM]
13. Cc1ccc(-c2c3c(=O)n(C)c(=O)n(C)c3c3nnc4ccccc4n23)cc1
  -0.6% | 1% | 4% | -2%
14. O=c1ccc2ccc(O)cc2o1
  nt | 6% | -3% | -21%
15. CC(C)N(C(=O)COC(=O)c1ccccc1C(=O)N1CCN(c2ccc(F)cc2)CC1)C(C)C
  1.3% | -11% | 6% | -10%
16. COc1ccccc1N1CCN(C(=O)C2CCCN(S(=O)(=O)c3ccc4c(c3)CCCN4C(C)=O)C2)CC1 (stereo not drawn)
  ? | -27% | -2% | -19%[10.9 µM]
17. C=CCSc1nnc(Cc2cc(=O)[nH]c(=O)[nH]2)n1-c1cc(C)ccc1C
  -2.7% | 14% | 2% | -1%
18. COc1cc(NC(=O)c2cc(C(C)C)on2)cc(OC)c1OC
  5.5% | 0% | -1% | -13%
19. Cc1c(-c2ccc(Cl)cc2)noc1C1CCN(CCc2ccccc2)CC1
  -0.5% | -22% | -8% | -13%
20. O=C(Nc1cccc(C(=O)OCc2cc(=O)n3ccsc3n2)c1)c1ccc(F)cc1
  6.2% | 1% | 4% | -5%[10.9 µM]
21. O=C(CN(c1cc(C(F)(F)F)ccc1Cl)S(=O)(=O)c1ccccc1)NCCc1ccccc1
  ? | -1% | 4% | -20%[10.9 µM]
22. O=C(Nc1ccccc1N1CCOCC1)c1ccc2c(c1)C(=O)N(Cc1ccncc1)C2=O
  -3.9% | 8% | 6% | -10%
23. O=C(COc1ccc(F)cc1)Nc1nccs1
  20% | ? | ? | -89%[inhibitor]
24. CCOC(=O)C(NC(=O)Nc1ncccn1)(Oc1ccccc1)C(F)(F)F (stereo not drawn)
  -1.7% | 12% | 2% | -4%
25. CCOC(=O)c1c(S(=O)(=O)N2CCCC(C(=O)Nc3cccc(CC)c3)C2)c(C)n(CC)c1C (stereo not drawn)
  -4.0% | -12% | 8% | -21%[10.9 µM]
26. CCc1ccc(NC(=O)c2sc(-n3nc(C)c(Cc4ccc(OC)cc4)c3C)nc2C)cc1
  2.8% | 4% | -4% | 19%[10.9 µM]
27. C=CCn1cc(C(=O)NCc2ccco2)c(=O)c2cc(S(=O)(=O)N3CCCCCC3)ccc21
  ? | -23% | -13% | -22%
28. O=C(CNC(=O)c1cccs1)NCCN1CCN(Cc2ccccc2)CC1
  -0.9% | 1% | 1% | -7%
29. CCN1CCN(Cc2c(O)ccc3c(=O)c(-c4ccc(OC)c(OC)c4)c(C)oc23)CC1
  0.7% | 8% | 8% | 0%
30. Cc1cccc(Nc2nnc(SCc3cn4ccsc4n3)s2)c1
  ? | -10% | -3% | -51%[inhibitor]

Values run as follows: IkB signaling | p53ts 39C tox | p53ts 32C kill | Peg3 imprint
31. Cn1c(=O)c2c(nc(SCC(=O)N3CCc4ccccc4C3)n2C)n(C)c1=O
  -1.0% | 12% | 6% | -10%
32. CC(C)CN1C(=O)NC(NC(=O)c2cccs2)(C(F)(F)F)C1=O (stereo not drawn)
  0.4% | -1% | -6% | 16%
33. CSCCC(N=Cc1c(O)n(-c2ccc(F)cc2)c(=O)[nH]c1=O)C(=O)O (stereo not drawn)
  2.5% | -19% | -8% | ?
34. Cc1noc2nc(-c3cccs3)cc(-c3nnc4n3CCCCC4)c12
  1.4% | -1% | 3% | -1%
35. COc1ccc(Cl)cc1NC(=O)c1ncn(-c2ccccc2)n1
  1.1% | -22% | 12% | -3%[10.9 µM]
36. O=C(CN1C(=O)CCc2cc(S(=O)(=O)N3CCCCC3)ccc21)NCc1ccc(Cl)cc1
  4.2% | -16% | 0% | -10%[10.9 µM]
37. CCSc1nnc2c(n1)OC(c1ccc(OCC(=O)O)cc1)Nc1ccccc1-2 (stereo not drawn)
  1.9% | -13% | 3% | -4%[10.9 µM]
38. CCc1nn(CC(=O)NCC(C)c2ccccc2)c(=O)c2cc3occc3n12 (stereo not drawn)
  1.6% | 0% | 11% | -4%[10.9 µM]
39. CCN(CCCNC(=O)c1cc2cc3cc(OC)ccc3nc2s1)c1ccccc1
  ? | 0% | 4% | -5%[10.9 µM]
40. CC1CC(=O)N(CC(=O)NCc2ccc3c(c2)OCO3)c2ccccc2S1 (stereo not drawn)
  nt | -5% | 3% | nt
41. COc1cc(NC(=O)c2cc(-c3cccc(OC)c3)n[nH]2)cc(OC)c1
  ? | ? | -5% | -13%[10.9 µM]
42. Cc1ccc(-c2cc(C(=O)NCc3cnn(C)c3C)c3ccccc3n2)cc1C
  ? | ? | ? | -9%[10.9 µM]
43. COc1ccc(Br)c(C(=O)Nc2cc3c(cc2N2CCCCC2)n(C)c(=O)c(=O)n3C)c1
  ? | -1% | 7% | -4%[10.9 µM]
44. CCSc1nc2n(n1)C(c1cccc(F)c1)C1=C(CCCC1=O)N2 (stereo not drawn)
  2.7% | 11% | 4% | -3%
45. COCCN(C(=O)c1ccco1)C(C(=O)NC1CCCC1)c1cccs1 (stereo not drawn)
  nt | 11% | -5% | nt
46. CCS(=O)(=O)N1CCN(c2cccc(C)c2C)CC1
  -2.2% | 16% | -5% | -8%
47. O=C(Nc1ccon1)c1cc2c(s1)CCCC2
  -2.0% | 5% | 6% | 6%
48. COc1cccc(CNC(=O)c2nnn(CC(=O)Nc3ccc(C)c(C)c3)c2N)c1
  1.0% | -8% | -5% | -19%
49. O=C(NCc1ccc(Cl)cc1)C1CCN(S(=O)(=O)c2ccc(F)cc2)CC1
  ? | -6% | 8% | -17%[10.9 µM]
50. Cc1ccc(-c2csc3nc(C)n(-n4c(C)ccc4C)c(=O)c23)o1
  4.0% | 2% | 8% | -15%
51. CCOCCCn1c(=N)c(C(=O)NCc2cccnc2)cc2c(=O)n3cc(C)ccc3nc21
  -1.9% | 0% | -1% | -8%[10.9 µM]
52. Cc1coc2cc3oc(=O)c(CC(=O)N4CCCCC4)c(C)c3cc12
  ? | -16% | 11% | -7%[10.9 µM]
53. CC(C)(C)OC(=O)N1CCN(c2ccc(NC(=O)Cn3nnc(-c4ccccc4)n3)cc2)CC1
  0.8% | -4% | -4% | -35%[inhibitor]
54. O=C(CSc1nc2c([nH]c3ccccc32)c(=O)n1-c1ccc(F)cc1)NCC1CCCO1 (stereo not drawn)
  1.1% | 9% | -8% | 15%[10.9 µM]
55. O=c1c2cccnc2[nH]c(=S)n1CCCN1CCN(c2ccc(F)cc2)CC1
  -0.2% | -1% | -5% | -17%
56. Cn1nc(-c2ccccc2F)c2cc(C(=O)NCCc3ccc(Cl)cc3)sc21
  ? | 21% | 5% | -9%[10.9 µM]
57. CCOCc1cnc(C)nc1NCC(=O)c1c(C)n(C)c2ccc(OC)cc12
  2.9% | 3% | -5% | nt
58. O=C(CN(C(=O)Cn1nnc(-c2ccc(F)cc2)n1)C1CCCC1)NC1CCCC1
  0.8% | 8% | 6% | -5%
59. COc1ccc(NC(=O)CN(C)S(=O)(=O)c2ccc3c(c2)c(=O)n(C)c(=O)n3C)cc1
  ? | -10% | 7% | 6%[10.9 µM]
60. CCn1c(CNC(=O)C23CC4CC(CC(C4)C2)C3)nnc1SCC(=O)Nc1ccccc1
  0.6% | 7% | 3% | -12%[10.9 µM]

Along the list, as entered above:
IkB signaling, compounds 48 to 56 → 1.0%, ?, 4.0%, -1.9%, ?, 0.8%, 1.1%, -0.2%, ?

Remaining list, next part.
Values run as follows: IkB signaling | p53ts 39C tox | p53ts 32C kill | Peg3 imprint
61. CCOC(=O)c1cnc(SCC(=O)Nc2ccc3c(c2)OCCO3)nc1N
  0.2% | -7% | -14% | -17%
62. Cc1cc(C)c(NC(=O)c2ccc3nc(C(C)C)oc3c2)c(C)c1
  -1.0% | -14% | 3% | -8%[10.9 µM]
63. COCn1c(-c2ccccc2)nc2ccccc21
  2.8% | -6% | -1% | -26%
64. Cc1nn(CCCC(=O)NCc2ccc(OC(C)C)cc2)c(=O)c2c1sc1ccccc12
  -1.0% | -12% | -23% | -7%[10.9 µM]
65. O=C(Cn1c(=O)c2c(ncn2Cc2ccccc2)n(Cc2ccccc2)c1=O)NC1CC1
  -1.1% | -6% | 7% | 0%
66. c1ccc(CCC2=NCCn3cccc32)cc1
  3.7% | 3% | 3% | -21%
67. CCOc1ccccc1NC(=O)C1CC2CCCC(C1)C2=O (stereo not drawn)
  -3.8% | -5% | 4% | -7%
68. CCCCn1c(CCNC(=O)c2cccs2)nc2ccccc21
  -0.1% | 7% | 2% | -8%
69. CCCN(CCC)CCCNC(=O)c1nn(C)c2c1CS(=O)(=O)c1ccccc1-2
  -0.9% | -16% | -6% | -10%[10.9 µM]
70. O=C(O)Cc1c[nH]c2ccc(F)cc12
  1.0%[11.4 µM] | 8%[9.22 µM] | 6%[9.22 µM] | 1%[10.9 µM]
71. COCC(=O)Nc1cccc(C(F)(F)F)c1
  -0.1% | 3% | -3% | 10%
72. CC[N+](CC)(CC(=O)Nc1c(C)cccc1C)Cc1ccccc1
  -1.2%[25.6 µM] | 1%[20.6 µM] | -6%[20.6 µM] | -15%[16.8 µM]
73. CCOc1ccccc1N(CC)C(=O)c1noc2c1COc1ccc(C)cc1-2
  ? | -9% | 7% | -11%[10.9 µM]
74. COc1cccc(NC(=O)c2nc3nc(C)cc(C(F)F)n3n2)c1
  0.2% | 1% | -6% | 8%
75. Cc1ccc(-n2nc(CO)c(C(=O)NC(C)c3ccccc3)n2)cc1C (stereo not drawn)
  -1.2% | -10% | -1% | 6%[10.9 µM]
76. CC(C)C(c1nnnn1Cc1ccco1)N1CCN(c2cccc(Cl)c2)CC1 (stereo not drawn)
  4.6% | -7% | -4% | -15%
77. Cc1ccc(C(=O)c2cn(Cc3cc(C)ccc3C)c3nc(C)ccc3c2=O)cc1
  ? | ? | 16% | -12%[10.9 µM]
78. CCN1C(=O)C(C(=O)NC(C)c2ccccc2)C2CC1(C)Oc1ccccc12 (stereo not drawn)
  2.0% | 11% | 2% | nt
79. Cc1cccc(C(C)C)c1NC(=O)C1CCCN1S(=O)(=O)c1cccc2nsnc12 (stereo not drawn)
  -1.5% | -20% | 2% | -2%[10.9 µM]

Three entries from above, with one line to a screen:
71) COCC(=O)Nc1cccc(C(F)(F)F)c1
72) CC[N+](CC)(CC(=O)Nc1c(C)cccc1C)Cc1ccccc1
73) CCOc1ccccc1N(CC)C(=O)c1noc2c1COc1ccc(C)cc1-2

assay / entry | 71 | 72 | 73
IkB signaling | -0.1% | -1.2%[25.6 µM] | ?
p53ts 39C tox | 3% | 1%[20.6 µM] | -9%
p53ts 32C kill | -3% | -6%[20.6 µM] | 7%
Peg3 imprint | 10% | -15%[16.8 µM] | -11%[10.9 µM]

Hits appear at their usual frequency, and some 1.8% of all compounds hit somewhere here.
